# Screening results from PubChem.
# HTRA1 inh – HTRA1 (human) protease inhibition | recombinant HTRA1, FP-rhodamine activity-based probe, fluorescence polarization | 0.5% of 340,000 active | inhibition, % at 5.96 µM | Q92743 | AID 504803; in the data active means inhibition above about 36%;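 further: 0% = enzyme with DMSO and 100% = wells lacking enzyme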
# Target sequence (Q92743 whole entry, looked up): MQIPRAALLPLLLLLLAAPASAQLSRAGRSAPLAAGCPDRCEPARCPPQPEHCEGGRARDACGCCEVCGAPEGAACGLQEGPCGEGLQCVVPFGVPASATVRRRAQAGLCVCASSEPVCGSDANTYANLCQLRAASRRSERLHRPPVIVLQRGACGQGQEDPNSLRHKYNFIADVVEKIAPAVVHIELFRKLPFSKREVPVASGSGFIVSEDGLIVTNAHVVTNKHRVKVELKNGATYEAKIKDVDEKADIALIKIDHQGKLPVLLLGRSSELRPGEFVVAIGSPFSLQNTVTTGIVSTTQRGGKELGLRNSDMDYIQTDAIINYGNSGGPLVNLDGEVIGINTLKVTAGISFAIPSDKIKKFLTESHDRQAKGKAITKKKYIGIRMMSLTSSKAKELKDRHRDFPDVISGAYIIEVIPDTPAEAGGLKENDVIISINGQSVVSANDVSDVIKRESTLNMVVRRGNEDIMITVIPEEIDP
# TCR CD3 inh – blocks the human TCR-CD3 interaction | TAMRA-labeled TCR probe fluorescence, biochemical | inhibition, % at 9.4 µM | 0.37% of 360,000 active | AID 651800; in the data active means inhibition above about 19%;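 further: recombinant mutant TCR 2C K166C tagged with TAMRA read by polarization; 0% = receptor in buffer alone and 100% = receptor with positive control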
# MBD2 DNA inh – MBD2-methylated oligo binding inhibition | Q9UBB5 | TR-FRET, MBD2 binding to methylated oligonucleotide | inhibition, % at 4.4 µM | 0.31% of 370,000 active; in the data active means inhibition above about 13%
# ABHD4 inh – inhibits mouse alpha/beta hydrolase domain 4; Q8VD66; purified mABHD4, FP-Rh probe fluorescence polarization; inhibition, % at 8.92 µM; 0.54% of 370,000 active; AID 720543;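 active means inhibition exceeding the mean over every tested compound plus 3 SD, cut at about 30% in these data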;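 further: 0% = plate median of compound wells and 100% = S159A mutant with DMSO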
#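 system = mouse ABHD4 enzyme, wild type | medium = HEPES pH 7.0, NaCl, Pluronic buffer | also added = FP-Rh probe | incubation = Enzyme–compound pre-incubation 45 min, then probe 60 min, both 25 °C | technique = fluorescence polarization, excitation 525 nm, emission 598 nm, BODIPY TMR filters | controls = S159A mutant high control, sample median low control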
# GC-B act – GC-B (human) receptor activation; activation, % at 10 µM; HEK293-GC-B cells, CNP EC30, cGMP TR-FRET; 0% at EC30 CNP, 100% saturating CNP; P20594; AID 1920062; 0.11% of 370,000 active;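 active means activation at 10 µM reaching about 35% in either raw or pattern-adjusted values, limit read from the data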
# GC-A act – GC-A (human) enzyme activation; P16066; HEK293 GC-A cells, cGMP TR-FRET, EC30 ANP; 0% at EC30 ANP, 100% saturating ANP; activation, % at 10 µM; 0.14% of 370,000 active; AID 1671463; in the data active means activation above about 40%
# PRMT1 inh – PRMT1 (human) inhibition, primary screen. Q99873. recombinant PRMT1, activity-based probe fluorescence polarization. inhibition, % at 2.79 µM. 1.3% of 370,000 active. AID 652257;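 active means inhibition above about 21% made by adding two undisclosed values, limit read from the data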
# Target sequence (Q99873 whole entry, looked up): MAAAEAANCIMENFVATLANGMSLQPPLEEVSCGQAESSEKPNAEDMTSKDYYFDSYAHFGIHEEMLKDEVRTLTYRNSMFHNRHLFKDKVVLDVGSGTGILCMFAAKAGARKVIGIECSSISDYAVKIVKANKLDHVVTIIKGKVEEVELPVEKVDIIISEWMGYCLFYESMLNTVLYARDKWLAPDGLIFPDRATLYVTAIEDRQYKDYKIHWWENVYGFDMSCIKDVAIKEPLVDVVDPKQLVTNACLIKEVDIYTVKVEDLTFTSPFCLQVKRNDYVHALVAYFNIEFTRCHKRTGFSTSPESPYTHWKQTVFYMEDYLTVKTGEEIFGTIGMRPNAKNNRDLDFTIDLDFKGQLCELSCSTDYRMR
# rCAG binder – molecules binding r(CAG) RNA repeats. r(CAG) RNA repeat, TO-PRO-1 dye displacement fluorescence. inhibition, % at 3 µM. 1.3% of 370,000 active. AID 651821;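 active means inhibition above the plate cutoff, the mean of all test compounds on that plate plus 3 SD, cut at about 35% in these data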;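 further: 0% = DMSO alone and 100% = 100 µM mitoxantrone as full dye displacement; higher means more dye released from RNA so lower well fluorescence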
# UHRF1 binding – UHRF1 methyl-DNA binding inhibition | Q96T88 | UHRF1 binding to methylated oligo, TR-FRET | inhibition, % at 4.4 µM | 0.75% of 370,000 active | AID 687016; in the data active means inhibition above about 21%;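 further: UHRF1 SRA domain binding a hemimethylated CpG hairpin DNA probe; 0% = median of test compound wells and 100% = reference inhibitor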
# SIAE inh – human SIAE inhibition, primary screen | Q9HAT2 | inhibition, % at 9.66 µM | SIAE FP-Rh probe binding, fluorescence polarization | 0.69% of 370,000 active;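 active means inhibition above a cutoff: mean of compounds within the control limits plus 3 SD of those, cut at about 17% in these data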;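 further: 0% = plate median of compound wells and 100% = probe without SIAE protein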
# * hit, by the source's call; · = not tested or not shown. A portion of the library. The share of hits here may be higher or lower than overall.
SMILES,HTRA1 inh,TCR CD3 inh,MBD2 DNA inh,ABHD4 inh,GC-B act,GC-A act,PRMT1 inh,rCAG binder,UHRF1 binding,SIAE inh
O=C(NCCS(=O)(=O)N1CCN(c2cccc(Cl)c2)CC1)c1ccc2c(c1)OCO2,-11.4,-0.3,-2.5,3.9,-0.4,-3.5,1.2,0.1,-2.0,-8.3
CCCNC(=O)CSc1nnc(-c2ccccc2Br)n1-c1cccc(C(F)(F)F)c1,-12.7,6.0,3.5,2.8,-4.9,-14.4,3.9,-6.2,0.3,0.1
CN1C(C)(C)CC(NC(=O)c2ccco2)CC1(C)C,3.3,6.3,-0.1,-0.5,-1.2,-0.6,0.3,-0.4,-0.4,2.8
CCC1(c2ccc(F)cc2)NC(=O)N(CC(=O)N2c3ccccc3CC2C)C1=O (stereo not given),2.6,-0.3,-1.9,0.8,2.3,-2.8,1.1,-0.3,1.9,-4.4
O=C(CSc1nnc(-c2ccccc2)n1-c1ccc(Cl)cc1)Nc1ccc2cn[nH]c2c1,·,·,0.2,2.6,-12.4,-20.1,-2.2,4.2,2.4,1.6
C=COCCNC(=S)N1CCOCCOCCN(C(=S)NCCOC=C)CCOCCOCC1,-11.6,-3.2,0.1,1.6,0.6,2.6,-2.5,-5.4,0.1,-3.2
CCOC(=O)[C@H]1[C@H]2COc3ccccc3[C@@H]2N2C(=O)c3ccc(Cl)cc3NC(=O)[C@@]12C,-6.6,-8.0,5.1,-2.5,-0.1,-1.9,0.7,-3.9,-2.1,5.7
CCc1ccc(N(CC(=O)N2CCOCC2)S(C)(=O)=O)cc1,-1.2,-3.6,1.2,0.6,3.5,-2.6,-0.4,-3.0,1.2,0.9
O=C(Cn1cc([N+](=O)[O-])cn1)N1CCCc2ccccc21,1.6,4.0,1.4,5.6,0.6,0.5,-2.4,-1.4,-3.5,-2.4
C=CCOc1ccc(/C=N/N2C(=O)C(CC(=O)Nc3ccc(F)cc3F)SC2=NC)cc1 (stereo not given),-6.3,2.6,3.0,1.8,-8.0,-8.7,6.0,3.3,0.8,-14.6
COc1ccc(OCC(O)Cn2c(=N)n(CCN3CCOCC3)c3ccccc32)cc1 (stereo not given),10.6,3.6,3.3,7.1,-3.0,-1.6,0.6,0.2,-0.3,-2.4
CC1(C)CC(=O)C2=C(C1)OC(N)=C(C#N)C2c1ccsc1 (stereo not given),7.6,-3.1,0.8,6.4,-3.1,1.9,5.4,0.1,1.4,-2.1
C=CCCCN(Cc1ccccc1)S(=O)(=O)c1ccccc1Br,-16.3,-2.7,-4.4,-10.0,2.6,-2.4,-0.8,-1.8,-1.2,-2.3
O=C1C=C(c2cccc(Br)c2)C[C@@H](c2ccc(Cl)cc2)C1,-54.5,0.3,2.4,-13.4,2.0,4.5,1.1,0.1,2.2,-0.1
C/C(N)=C(/C#N)C(=O)CSc1nnc(Nc2ccccc2C)s1,-3.4,-2.1,-3.6,-1.0,-7.3,-5.7,1.9,2.1,-0.2,1.8
COc1cc(C(C)=O)ccc1OCC(=O)OC(C)C(=O)c1ccc(F)cc1 (stereo not given),-6.1,-7.8,4.5,0.7,-2.3,-2.1,1.6,-2.1,12.7,-2.4
O=C(CSc1nc2cc(Cl)ccc2c(=O)n1Cc1ccco1)Nc1ccc(S(=O)(=O)N2CCOCC2)cc1,-27.3,19.9*,-0.2,-55.2,-0.3,-0.7,5.3,18.1,0.7,-47.1
Cc1cccc(C)c1NC(=O)NC1(C(=O)NCc2ccncc2)CCCCC1,4.7,4.5,-2.4,3.9,-0.9,2.4,1.1,0.8,-0.4,-0.9
O=C(N[C@H](C(=O)N1CCC[C@H]1C(=O)NCCc1ccccc1Cl)C1CCCCC1)c1ccccc1,·,-2.8,2.5,-6.8,-3.7,0.5,-4.5,-0.7,0.5,-5.3
COc1cccc(-c2nnc(SCC(=O)Nc3ccc(OCc4ccccc4)cc3)n2Cc2ccco2)c1,·,·,-2.0,-8.9,22.7,7.2,-1.4,9.7,-1.9,2.5

# Rewritten bar-delimited: entries from further up
Molecule | HTRA1 inh | TCR CD3 inh | MBD2 DNA inh | ABHD4 inh | GC-B act | GC-A act | PRMT1 inh | rCAG binder | UHRF1 binding | SIAE inh
CCC1(c2ccc(F)cc2)NC(=O)N(CC(=O)N2c3ccccc3CC2C)C1=O (stereo not given) | 2.6 | -0.3 | -1.9 | 0.8 | 2.3 | -2.8 | 1.1 | -0.3 | 1.9 | -4.4
O=C(CSc1nnc(-c2ccccc2)n1-c1ccc(Cl)cc1)Nc1ccc2cn[nH]c2c1 | · | · | 0.2 | 2.6 | -12.4 | -20.1 | -2.2 | 4.2 | 2.4 | 1.6

# Next section:
SMILES,HTRA1 inh,TCR CD3 inh,MBD2 DNA inh,ABHD4 inh,GC-B act,GC-A act,PRMT1 inh,rCAG binder,UHRF1 binding,SIAE inh
Cc1cc(NC(=O)CCC(=O)N(CC(=O)NCC2CCCO2)Cc2ccc(F)cc2)no1 (stereo not given),-5.0,5.9,-1.9,5.6,1.7,4.8,-1.9,-4.0,2.5,-8.5
CCCCC(=O)Nc1ccc(N2CCN(c3ccc(F)cc3)CC2)cc1,-0.5,-5.6,33.9*,3.9,5.2,6.6,-0.4,1.2,3.7,7.1
CCOC(CCNC(=O)CCC(=O)Nc1ccc2nc(N3CCN(C)CC3)cc(C)c2c1)OCC,5.5,-2.7,0.5,-4.5,-2.0,-0.2,-1.9,-10.8,2.8,-2.0
CC(NC(=O)c1ccccc1Cl)C(=O)NCc1cccs1 (stereo not given),-4.7,4.3,1.3,0.5,1.6,1.6,1.7,1.9,-3.5,-2.2
O=C(COC(=O)CNC(=O)c1cccc(Br)c1)Nc1nnc(-c2ccccc2)o1,6.3,0.9,5.4,-5.1,-3.5,-0.2,-8.0,6.0,-1.7,2.3
COc1cccc(NC(=O)N2CCCC(C(=O)Nc3ccccc3OC)C2)c1 (stereo not given),1.5,4.8,-3.2,1.9,-7.3,-2.0,-2.0,-4.3,-1.5,8.5
CCOc1ccccc1NC(=O)c1nnn(-c2ccc3c(c2)OCCO3)c1N,-32.8,-1.8,-4.2,-20.4,-8.6,-2.6,-3.5,9.7,2.8,-22.0
CCN(Cc1cnn(C)c1)Cc1nc(Cc2ccccc2Cl)no1,5.5,-2.7,4.7,8.7,0.3,2.9,-0.5,-5.5,1.7,-5.8
COc1ccc(C(=O)CN2CC(C)SC2=Nc2ccc(Cl)cc2)cc1 (stereo not given),-35.2,-3.9,9.4,-4.5,-2.7,-13.3,10.3,4.9,14.2,-0.9
CC(=O)Nc1ccc(NC(=O)COC(=O)/C=C/c2ccc3c(c2)OCO3)cc1,4.5,2.1,-0.2,3.9,-4.3,1.9,-1.3,3.4,0.5,-7.8
O=C(Nc1ccc(-c2nnco2)cc1)c1ccccc1,0.6,3.1,2.4,3.6,-2.3,-0.5,-0.3,1.4,-1.9,3.0
O=C(NC1=NCCS1)c1ccc(Cl)c(S(=O)(=O)N2CCCCCC2)c1,-14.1,1.8,6.3,-7.7,2.4,0.0,3.6,5.8,-0.2,3.7
Cc1ccc(NC2Sc3ccccc3NC2=O)cc1Cl (stereo not given),-15.7,-11.3,6.2,-15.1,-0.1,0.5,5.0,4.5,3.7,7.9
CCOc1cc(CNc2ccccc2)cc(Br)c1OCc1ccc(F)cc1,5.2,5.7,-3.0,-1.8,7.7,-1.0,6.8,3.5,-1.5,9.8
COc1cccc2cc(C(=O)Oc3ccccc3)c(=O)oc12,5.2,1.5,4.7,-1.1,-2.4,-5.2,1.8,9.3,-2.6,1.8
CCn1c(SCC(=O)Nc2ccc3c(c2)OCCO3)nnc1-c1ccccn1,-1.2,3.8,0.0,2.8,1.9,-0.7,-2.6,-4.1,0.1,5.6
CCc1noc(C)c1C(=O)NNC(=O)COc1ccc(C)c(C)c1,1.1,0.4,-2.5,-1.2,1.5,2.7,-2.8,-1.2,-0.5,7.3
CC(Cc1ccsc1)NC(=O)CCc1nnc(CCc2ccccc2)o1 (stereo not given),-4.8,0.4,-0.1,0.3,1.5,-2.2,-0.5,-3.3,-1.4,13.4
O=c1cc2oc3cc(O)c(O)cc3c(-c3ccccc3[N+](=O)[O-])c-2cc1O,58.5*,101.5*,12.7,53.0*,-12.3,-19.5,17.1,30.3,41.2*,14.2
NC(=O)SCC(=O)Nc1ccccc1C(=O)O,10.6,3.2,1.9,-3.3,9.4,3.5,36.6*,0.8,-0.3,-4.7
NCCNc1ccc2nnnn2n1,12.2,1.1,-0.2,-2.1,0.6,1.7,-2.8,1.1,-0.4,-4.7
COC(=O)C1C(=O)OC(C)(C)C1C(C)C(=O)c1ccccc1 (stereo not given),0.5,1.9,1.3,0.1,3.3,0.1,0.0,-0.2,0.2,4.5
Cc1ccc(NC2=C(Cl)C(=O)OC2NC(=O)c2ccccc2)cc1 (stereo not given),-6.1,1.1,3.9,1.8,-3.5,-4.0,-0.9,-2.7,0.5,-4.4
N=c1c2c(ccn1Cc1ccccc1)Oc1ccc3ccccc3c1C2c1ccccc1 (stereo not given),·,·,3.0,-99.3,-8.2,-21.5,-2.5,·,2.1,-110.2
CCOc1ccc(-n2c(O)c(/C=N/Nc3nc(C)cc(C)n3)c3ccccc3c2=O)cc1,9.8,4.2,-0.2,12.8,3.9,-1.1,2.8,3.1,-1.3,6.6
CN(CC(=O)Nc1cccc(F)c1)C(=O)c1cccc(S(=O)(=O)N2CCN(c3ccc(F)cc3)CC2)c1,-16.0,2.2,2.3,-10.1,-0.8,-7.0,-3.5,6.3,6.2,-5.8
O=c1c2c(-c3ccccc3)csc2ncn1/N=C/c1ccc(O)c([N+](=O)[O-])c1,0.5,4.3,-3.3,0.9,1.5,4.7,-1.8,1.0,-1.8,-0.4
CCCC/C(=N\NC(=O)c1ccc(Br)o1)c1ccccc1,8.5,-0.1,-3.6,4.6,2.4,-5.3,0.8,-1.6,1.6,6.3
Cc1cc(Br)c2nc(-c3ccc(Cl)cc3)c(Cc3cccc(Cl)c3)n2c1,·,-2.7,6.4,-46.3,-2.0,-1.1,2.6,16.1,15.1,-6.4
CCOc1cccc(NC(=O)c2cccc(F)c2)c1,-13.2,-2.6,0.7,-0.9,-0.1,-1.1,0.5,-1.1,-1.8,0.2
O=C(NCc1ccccc1)C1=C[C@@H](c2coc3ccccc3c2=O)C[C@@H](OCc2ccc(CO)cc2)O1,-21.2,-5.1,8.3,-3.9,3.5,1.2,3.0,5.3,-1.3,-0.4
O=C(COC(=O)Cc1ccsc1)Nc1ccc(Cl)c(S(=O)(=O)N2CCOCC2)c1,-8.9,-0.8,1.5,1.4,4.6,5.7,-1.5,5.4,-1.1,-4.4
COc1cccc(COC(=O)Cc2ccc(S(=O)(=O)N3CCOCC3)s2)c1OC,1.8,-2.1,1.2,2.0,2.3,3.5,0.3,3.9,0.1,5.2
O=C(Nc1ccc(Br)cn1)c1ccc([N+](=O)[O-])cc1Cl,-12.1,5.4,4.1,-9.0,-3.1,-3.8,-0.5,-1.7,7.9,-1.6
O=NNc1nc2ccccc2n1Cc1ccccc1,24.8,1.3,-0.4,14.7,3.2,1.3,-1.9,6.6,2.0,-2.6
COc1ccc(S(=O)(=O)N2CCCC2C(=O)Nn2cnnc2)cc1 (stereo not given),1.5,8.4,-1.3,0.9,2.7,-0.1,-2.6,2.2,-1.6,-2.2
O=C(CCNS(=O)(=O)c1c(Cl)cccc1Cl)OCC(=O)c1ccccc1F,-4.2,-1.8,-3.6,0.0,-3.2,-2.3,-0.5,-0.1,0.3,-3.0
CCn1c(C(=O)N2CCC(Cc3ccccc3)CC2)cc2sccc21,-17.9,-3.5,3.7,-2.7,2.0,3.1,-0.5,13.3,3.1,-4.0
